Screens from PubChem BioAssay.
Arrestin-AP2 inh: blocks beta-arrestin peptide binding to AP2 adaptin; 0.31% of 340,000 active; FITC-arrestin peptide / GST-AP2 beads, flow cytometry; AP2 beta2 appendage carries R879A mutation; inhibition, % at 10 µM;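 active = inhibition above a set limit, near 3 SD of compounds lacking own fluorescence, cut at about 54% in these data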;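 also: plate controls were DMSO wells for no effect and 5 µM unlabelled arrestin peptide for full effect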
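System: GST-AP2 R879A bound to glutathione beads, E. coli-expressed. Also added: 50 nM FITC-arrestin peptide. Schedule: compound with beads 12 min RT, then probe 1 h RT. Signal: bead flow cytometry, FITC channel. Read-out basis: percent response.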
PKA-R2B activ: activators of human PKA-R2B complex | P22694+P31323 | activation, % at 11.4 µM | 0.079% of 340,000 active | PKA-R2B holoenzyme dissociation, Cy5-IP20 fluorescence polarization; R2B truncated from residue 108, S112A mutant; 0% DMSO only, 100% 113 µM cGMP;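 active = activation above a cutoff set at the mean over all compounds plus 3 SD, cut at about 18% in these data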;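 also: higher means more holoenzyme dissociation and a rise in polarization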
Cardiac RTF inh: cardiac RTF calcium desensitization | inhibition, % at 7.15 µM | AID 493244 | 0.12% of 340,000 active | IANBD-labeled cardiac RTF, Ca2+ fluorescence;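 active = inhibition above the mean inhibition of all tested compounds plus 3 SD, cut at about 17% in these data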;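 also: assay run at fixed EC70 calcium of 1.6 mM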
SR-BI DiI-HDL act: enhances SR-BI lipid uptake from DiI-HDL; CHO ldlA[mSR-BI] cells, DiI-HDL uptake fluorescence, 3 h; 100 = double the neutral-control signal; activation, % at 12.5 µM; 0.096% of 320,000 active; AID 504775;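 active = mean replicate activation of at least 60% and every replicate at or above 60%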;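 also: 0% = median plate neutral-control signal and 100% = twice that signal; values of inactives mirror those of a sister screen read the other way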
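Material – SR-BI-overexpressing, LDLR-lacking CHO cells · Medium – BSA-supplemented, HEPES-buffered Ham's F12, pH 7.4 · Doses – single concentration · Times – compound with DiI-HDL co-incubation, 3 h at 37 °C · Measured by – bottom-read fluorescence, 550/595 nm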
SR-BI HDL uptake: inhibitors of mouse SR-BI mediated HDL lipid uptake; ldlA[mSR-BI] CHO cells, DiI-HDL uptake fluorescence, 3 h; inhibition, % at 12.5 µM; 0.96% of 320,000 active; AID 488896;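 active = mean replicate inhibition of at least 70% and a set share of replicates each scoring 70 or more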;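 also: 0% = median of neutral control wells and 100% = median of positive control wells; values of inactives mirror those of a sister screen read the other way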
NSD2 inh: blocks human histone methyltransferase NSD2. O96028. NSD2 peptide methylation, AlphaScreen, 120 min. inhibition, % at 12.5 µM. AID 743445. 0.54% of 310,000 active; in the data active = inhibition above about 50%
DAGLB inh: diacylglycerol lipase beta (human) inhibition. HEK293T DAGLB membrane lysate, EnzChek fluorogenic substrate. inhibition, % at 5.17 µM. 0.059% of 340,000 active; in the data active = inhibition above about 34%;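 also: 0% = enzyme with vehicle and 100% = wells lacking enzyme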
Target sequence (Q8NCG7 whole entry, looked up): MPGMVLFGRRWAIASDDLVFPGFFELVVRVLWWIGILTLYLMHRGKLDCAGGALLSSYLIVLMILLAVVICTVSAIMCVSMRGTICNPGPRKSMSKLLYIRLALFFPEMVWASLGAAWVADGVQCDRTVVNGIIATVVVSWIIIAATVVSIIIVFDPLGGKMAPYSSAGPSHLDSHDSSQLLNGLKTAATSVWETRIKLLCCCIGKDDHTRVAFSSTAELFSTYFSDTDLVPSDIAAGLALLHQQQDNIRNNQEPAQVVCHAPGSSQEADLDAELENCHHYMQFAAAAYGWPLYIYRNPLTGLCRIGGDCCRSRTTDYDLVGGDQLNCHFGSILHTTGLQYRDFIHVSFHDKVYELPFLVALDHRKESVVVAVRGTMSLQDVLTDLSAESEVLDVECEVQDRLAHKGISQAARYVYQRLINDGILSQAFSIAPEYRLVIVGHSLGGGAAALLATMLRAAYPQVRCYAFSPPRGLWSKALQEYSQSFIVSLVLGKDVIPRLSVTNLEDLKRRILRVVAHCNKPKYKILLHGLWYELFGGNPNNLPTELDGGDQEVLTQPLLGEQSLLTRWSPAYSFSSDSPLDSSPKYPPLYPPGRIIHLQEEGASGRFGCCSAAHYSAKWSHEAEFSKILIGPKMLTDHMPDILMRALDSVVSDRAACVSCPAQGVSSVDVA
Keap1 Nrf2 FP: disrupts human Keap1 binding to Nrf2 peptide; 0.15% of 340,000 active; Keap1 Kelch-Nrf2 peptide fluorescence polarization, 1536-well; inhibition, % at 9.4 µM; Q14145; in the data active = inhibition above about 12%;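 also: human Keap1 Kelch domain with fluorescein labeled Nrf2 9mer peptide probe; 0% = neutral control wells and 100% = peptide positive control; higher means more block of Keap1 binding to Nrf2 peptide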
PvdQ inh: blocks Pseudomonas aeruginosa PvdQ acylase activity. 0.063% of 340,000 active. purified PvdQ acylase, fluorescence plate reader. AID 488965. inhibition, % at 10 µM; in the data active = inhibition above about 30%, passing the limit was not always enough;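 also: 0% = vehicle neutral wells and 100% = reference inhibitor wells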
LANA DNA inh: KSHV C-LANA DNA binding inhibition; MBP-C-LANA/FAM-LBS DNA binding, fluorescence polarization; inhibition, % at 9 µM; 0.078% of 340,000 active;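 active = highest replicate inhibition at or above 60% at 9 µM, even if other replicates fall short; inactive = all replicates below 60% inhibition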;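 also: 0% = neutral control wells and 100% = 4 µM acridine orange control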
* hit, by the source's call; x = not tested or not shown. The order is random; 2.1% or so of the library scored in one or more.

compound,Arrestin-AP2 inh,PKA-R2B activ,Cardiac RTF inh,SR-BI DiI-HDL act,SR-BI HDL uptake,NSD2 inh,DAGLB inh,Keap1 Nrf2 FP,PvdQ inh,LANA DNA inh
CC(=O)CCCC(NS(=O)(=O)CCC(Cl)(Cl)Cl)c1ccccc1 (centres undefined),3,-16,-2,25,-25,x,-1,4,1,0.4
C=CCNC(=O)/C(=C\c1ccco1)NC(=O)c1ccco1,1,-1,-2,-7,7,-2,3,-8,-12,0.9
C=CCn1c(-c2cccc(OCC)c2)n[nH]c1=S,2,-1,-8,18,-18,-1,-2,-3,8,0.7
CCN(CC)CCOC(=O)c1cccc2c1-c1ccccc1C2O (centres undefined),1,-1,-4,-2,2,17,1,0,-9,-2.0
Cc1c(C(=O)NCC2COc3ccccc3O2)oc2ccc(S(=O)(=O)N3CCOCC3)cc12 (centres undefined),14,-4,10,-47,47,x,-7,2,2,-0.8
Cc1cc(C)cc(NC(=O)CCC(=O)Nc2nnc(C(F)(F)F)s2)c1,3,1,-8,-2,2,-5,-2,-1,-19,-0.1
O=C(Nc1ccc2c(c1)OCO2)Nc1ccccn1,10,2,-4,12,-12,-1,-4,-3,6,-1.0
COC(=O)c1ccccc1S(=O)(=O)Nc1ccc(OC)nc1,11,0,-7,x,x,0,0,-4,-12,-1.8
Cc1nn(-c2ccccc2)c(Cl)c1/C=C1\SC(=S)NC1=O,5,-4,-9,23,-23,-3,17,-9,-2,-1.4
CS(=O)(=O)N1CCCC(C(=O)N2CCOCC2)C1 (centres undefined),-10,3,-4,14,-14,-2,2,1,-7,-0.3
Cc1c(C(=O)Nc2c(C)n(C)n(-c3ccccc3)c2=O)oc2ccc(Cl)cc12,19,-11,1,5,-5,2,-1,-4,-1,0.2
COc1cccc(NC(=O)C(OC(=O)/C=C/c2ccc3c(c2)OCO3)c2ccccc2)c1 (centres undefined),8,-8,-6,23,-23,-2,-2,5,11,-1.9
COc1ccccc1N(C)S(=O)(=O)c1ccc(C(=O)OCC(=O)NCC(F)(F)F)cc1,2,-7,2,-14,14,-2,-2,-4,0,0.8
COc1ccc(C(=O)NC(=O)COC(=O)c2ccc(C)o2)cc1,-3,-10,-1,-18,18,-1,-5,-5,-8,-1.3
CCc1ccc(S(=O)(=O)Nc2c(C)n(C)n(-c3ccccc3)c2=O)cc1,4,2,-11,-5,5,2,0,-2,-6,3.3

Compound profiles, from the list above. Order of screens: Arrestin-AP2 inh | PKA-R2B activ | Cardiac RTF inh | SR-BI DiI-HDL act | SR-BI HDL uptake | NSD2 inh | DAGLB inh | Keap1 Nrf2 FP | PvdQ inh | LANA DNA inh
`COC(=O)c1ccccc1S(=O)(=O)Nc1ccc(OC)nc1` across the screens: 11 | 0 | -7 | x | x | 0 | 0 | -4 | -12 | -1.8
`C=CCn1c(-c2cccc(OCC)c2)n[nH]c1=S` across the screens: 2 | -1 | -8 | 18 | -18 | -1 | -2 | -3 | 8 | 0.7
`CS(=O)(=O)N1CCCC(C(=O)N2CCOCC2)C1` (centres undefined) across the screens: -10 | 3 | -4 | 14 | -14 | -2 | 2 | 1 | -7 | -0.3
`C=CCNC(=O)/C(=C\c1ccco1)NC(=O)c1ccco1` across the screens: 1 | -1 | -2 | -7 | 7 | -2 | 3 | -8 | -12 | 0.9

Continued.
compound,Arrestin-AP2 inh,PKA-R2B activ,Cardiac RTF inh,SR-BI DiI-HDL act,SR-BI HDL uptake,NSD2 inh,DAGLB inh,Keap1 Nrf2 FP,PvdQ inh,LANA DNA inh
COc1ccccc1S(=O)Cc1ccc(C(=O)NCCc2ccc(Cl)cc2)o1 (centres undefined),-2,-5,-4,-40,40,x,0,1,-10,0.0
CCOc1ccc(NC(=S)NCc2ccco2)cc1,-4,1,-8,7,-7,0,1,0,-14,-1.0
CC1(C)Cc2c(c(N3CCOCC3)nc3sc(C#N)c(N)c23)CS1,2,-5,0,-55,55,-7,1,0,0,-0.1
CCc1ccc(NC(=O)Cn2nc(C(=O)O)c3ccccc3c2=O)cc1,18,2,-31,x,x,-2,2,-1,-14,0.7
CCOC(=O)C(C)Oc1cccc2c(=O)n(CC(=O)Nc3ccc4c(c3)OCCO4)ccc12 (centres undefined),x,5,-6,4,-4,x,0,1,-8,-1.1
Cc1ccnc(SCCn2c(N(C)Cc3ccccc3)nc3c2c(=O)n(C)c(=O)n3C)n1,6,-4,-5,5,-5,x,1,0,3,0.1
Cc1ccc(N(CC(O)COCc2ccco2)S(=O)(=O)c2ccc(C)cc2)cc1 (centres undefined),8,-4,-8,2,-2,3,2,-3,-8,2.0
CCCN(C(=O)CSc1n[nH]c(-c2ccc(OC)cc2)n1)c1c(N)n(Cc2ccccc2)c(=O)[nH]c1=O,-10,-14,-3,20,-20,-1,1,-3,10,0.1
Cc1ccc(S(=O)(=O)N(C)CCCC(=O)Nc2ccc(C)cc2C)cc1,-2,-15,-2,-8,8,-1,-3,-1,-13,-0.5
COCCCn1c(=O)/c(=C\c2ccccc2OC(F)F)s/c1=C(/C#N)C(N)=O,-3,-6,-3,-43,43,-12,-6,3,7,6.7
Cc1cc(C(=O)COC(=O)c2ccccc2Br)c(C)n1CC1CCCO1 (centres undefined),-6,-2,-1,-45,45,x,1,0,9,-2.0
O=C(Nc1ccc(O)cc1C(=O)O)c1ccc(NC(=O)c2ccco2)cc1,37,7,15,19,-19,5,0,1,3,-0.1
COc1cc(CNCCNC(=O)c2nonc2N)ccc1OCc1ccc(Cl)cc1,4,6,8,3,-3,2,-1,4,-2,1.0
Cn1c(CNC(=O)c2ccco2)nnc1SCC(=O)Nc1ccc(Br)cc1F,-3,5,4,6,-6,-3,2,-7,-7,1.4
O=C(NCc1nnnn1-c1ccc(F)c(F)c1)c1ccc(S(=O)(=O)N2CCOCC2)cc1,-2,-6,-5,6,-6,-3,-3,-2,-3,2.1

Molecules shown so far that have two or more sulfur atoms, in the order listed:
compound,Arrestin-AP2 inh,PKA-R2B activ,Cardiac RTF inh,SR-BI DiI-HDL act,SR-BI HDL uptake,NSD2 inh,DAGLB inh,Keap1 Nrf2 FP,PvdQ inh,LANA DNA inh
Cc1nn(-c2ccccc2)c(Cl)c1/C=C1\SC(=S)NC1=O,5,-4,-9,23,-23,-3,17,-9,-2,-1.4
CC1(C)Cc2c(c(N3CCOCC3)nc3sc(C#N)c(N)c23)CS1,2,-5,0,-55,55,-7,1,0,0,-0.1

Remaining list, next part:
compound,Arrestin-AP2 inh,PKA-R2B activ,Cardiac RTF inh,SR-BI DiI-HDL act,SR-BI HDL uptake,NSD2 inh,DAGLB inh,Keap1 Nrf2 FP,PvdQ inh,LANA DNA inh
CC(=O)Nc1ccc(S(=O)(=O)Nc2ccc(Cl)cn2)cc1,-6,0,-19,11,-11,-1,0,-4,-16,-0.3
CC(=O)N1CCN(Cc2nc3cc(NC(=O)COc4ccccc4)ccc3n2C)CC1,17,-6,2,16,-16,6,-1,-1,-9,-2.2
CCN(c1ccccc1)S(=O)(=O)c1cc(C(=O)OC2CCOC2=O)ccc1C (centres undefined),-4,1,-3,12,-12,0,0,-4,-15,0.2
O=[N+]([O-])c1ccc(Cl)cc1N1CCCC1,6,6,-14,1,-1,-2,0,-2,-1,-0.7
CC1(C)Cc2nc(N3CCCC3)c(C#N)cc2CO1,-4,-10,-7,-7,7,-4,1,-3,7,-1.5
CCCCN(CC)C(=O)Cc1c(C(=O)O)[nH]c2ccc(Cl)cc12,14,-5,-3,-8,8,-1,-2,1,9,0.2
COCCCNc1nc2ccccc2nc1NS(=O)(=O)c1ccc(C)c(C)c1,7,-3,-3,14,-14,x,-1,-6,5,-0.3
CC(C)CNC(=O)C(=O)Nc1cc2c3c(c1)C(C)C(=O)N3CCC2 (centres undefined),5,4,-2,-13,13,6,-1,-5,2,-0.7
CCN(CC(=O)Nc1c(F)cccc1F)C(=O)c1cccc(S(=O)(=O)N2CCCc3ccccc32)c1,15,3,-3,-16,16,0,-3,-1,8,1.5
CCNC(=O)COc1cc(C)c(Br)c(C)c1,10,-7,-8,6,-6,2,0,-3,-8,0.1
Cc1cccc(C)c1-n1c(SCC(=O)Nc2ccc(C(=O)O)cc2)nnc1-c1cccc(S(=O)(=O)N(C)C)c1,-13,6,-13,2,-2,x,1,0,-8,0.8
CN(C)S(=O)(=O)c1cccc(C(=O)OCC(=O)NC2CCCc3ccccc32)c1 (centres undefined),-9,6,-18,6,-6,-4,2,0,-7,0.8
CN(C(=O)Cc1c(C(=O)O)n(C)c2ccccc12)c1ccc(F)cc1,-5,-7,-11,18,-18,-2,0,4,-12,-0.2
CC[N+]1=C(C)C(C)(C)c2cc(C)ccc21,26,1,-11,x,x,5,2,-11,-5,-1.2
Cc1onc(-c2ccccc2)c1C(=O)Nc1ccc(Cl)c(S(=O)(=O)N2CCOCC2)c1,-11,-4,3,-31,31,-3,-3,1,-4,1.5
COCc1c(C(=O)N/N=C/c2ccc(C)o2)nnn1-c1nonc1N,-9,-19,-6,-3,3,23,-1,-3,-20,-1.7
COc1ccc(NS(=O)(=O)c2ccc3oc(=O)ccc3c2)cc1,9,7,-13,23,-23,-3,1,-4,-9,-4.1
